Screens as filed in PubChem.
V1aR counter: agonists of human V1a receptor, primary screen, counter-screen for OXTR agonist project, fluorescence, CHO-V1R cells; Fluo-8 calcium fluorescence, agonist mode; 0% DMSO, 100% 3 nM vasopressin; 320,000 tested, 0.25% active; activation, % at 3 µM; Vasopressin V1a receptor (Homo sapiens), P37288;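 active = activation above the mean activation of all tested compounds plus 3 SD, per screening run, cut at about 20% in these data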;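 note: signal is peak over basal fluorescence ratio across a 100 second FLIPR read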
Target sequence (P37288 whole entry, looked up): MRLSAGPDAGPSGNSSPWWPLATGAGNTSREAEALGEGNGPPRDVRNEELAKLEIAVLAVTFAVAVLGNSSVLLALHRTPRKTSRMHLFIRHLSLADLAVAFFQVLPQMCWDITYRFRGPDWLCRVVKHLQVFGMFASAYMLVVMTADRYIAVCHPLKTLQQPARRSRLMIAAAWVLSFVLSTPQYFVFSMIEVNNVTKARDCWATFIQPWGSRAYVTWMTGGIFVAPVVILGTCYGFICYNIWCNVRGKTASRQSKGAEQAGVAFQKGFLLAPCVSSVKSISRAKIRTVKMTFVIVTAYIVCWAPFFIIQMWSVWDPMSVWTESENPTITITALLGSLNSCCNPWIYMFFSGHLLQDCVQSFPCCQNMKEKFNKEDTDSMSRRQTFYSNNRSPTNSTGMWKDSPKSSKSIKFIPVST
OXTR agonist: human OXTR agonists, primary screen, fluorescence, CHO-OTR cells, Fluo-8 calcium. Oxytocin receptor (Homo sapiens), P30559. Fluo-8 calcium fluorescence; normalized: DMSO 0%, oxytocin 100%. activation, % at 3 µM. 320,000 tested, 0.32% active. AID 2435, 2010;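 active = activation above the mean of all tested compounds plus 3 SD, cutoff set per screening run, cut at about 20% in these data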;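 note: peak over basal fluorescence ratio from a 100 s FLIPR kinetic read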
Target sequence (P30559 whole entry, looked up): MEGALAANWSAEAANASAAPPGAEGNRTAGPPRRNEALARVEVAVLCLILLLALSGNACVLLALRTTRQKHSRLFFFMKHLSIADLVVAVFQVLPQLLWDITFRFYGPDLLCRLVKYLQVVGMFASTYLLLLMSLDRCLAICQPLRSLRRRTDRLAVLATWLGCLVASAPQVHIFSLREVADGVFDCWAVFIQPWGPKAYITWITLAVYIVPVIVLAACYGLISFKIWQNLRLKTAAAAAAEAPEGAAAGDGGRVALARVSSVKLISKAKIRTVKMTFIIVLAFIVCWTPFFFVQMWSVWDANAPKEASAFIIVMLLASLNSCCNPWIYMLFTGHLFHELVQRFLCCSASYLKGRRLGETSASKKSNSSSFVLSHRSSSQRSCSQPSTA
GalR3 antagonist: GalR3 antagonists in HEK293 cells, primary screen, cell-based, fluorescence readout. HEK293 GalR3-CNG cAMP membrane potential fluorescence; galR3 body fused to GalR1 C-terminus. inhibition, % at 3 µM. 360,000 tested, 0.44% active. AID 651719, 2012;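 active = inhibition above the screen-wide average plus 3 SD, cut at about 13% in these data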;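 note: forskolin and galanin both at EC90 stimulate the cells; cAMP rise reported by CNG channel membrane potential dye signal; 0% = forskolin plus galanin with DMSO and 100% = forskolin alone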
Target sequence (O60755 1-299 limits assumed): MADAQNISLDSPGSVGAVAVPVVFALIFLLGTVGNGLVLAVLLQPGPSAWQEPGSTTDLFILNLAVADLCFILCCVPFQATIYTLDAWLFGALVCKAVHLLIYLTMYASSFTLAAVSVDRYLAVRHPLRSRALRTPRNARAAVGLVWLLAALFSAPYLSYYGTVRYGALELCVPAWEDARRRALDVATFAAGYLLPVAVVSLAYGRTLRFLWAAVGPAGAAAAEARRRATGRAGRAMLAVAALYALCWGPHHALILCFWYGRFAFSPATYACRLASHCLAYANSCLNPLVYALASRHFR
* marks the source's active call; other numbers are inactive results; & = joins results of further samples.

SMILES	V1aR counter	OXTR agonist	GalR3 antagonist
COc1ccc(OCC(=O)OCC(=O)NC2CCCCC2C)cc1 (centres undefined)	0.1	0.5	-5.2
O=C(NC(CO)(CO)CO)[C@@H]1CCCN1S(=O)(=O)c1cccc2cccnc12	3.0	-0.4	-5.2
O=C(OCC(=O)N1CCN(c2ccccc2)CC1)c1cccs1	-0.6	-0.2	-2.4
COc1ccc(CC(=O)NC(=S)Nc2cccc(CO)c2)cc1	27.2*	28.1*	-3.2
O=C(Nc1sc2c(c1C(=O)NCC(O)CO)CCCC2)c1ccccc1 (centres undefined)	0.6	0.5	-3.8
CN(Cc1ccc(OC(F)F)cc1)C(=O)/C=C/c1ccc(S(=O)(=O)N2CCOCC2)cc1	6.2	8.8	-4.7
O=C(CSc1ccccc1C(=O)N1CCN(c2ccc([N+](=O)[O-])cc2)CC1)N1CCCC1	3.4	1.6	-8.0
CCOc1ccccc1NC(=O)COc1coc(CN2CCc3ccccc32)cc1=O	2.1	0.4	-6.3
O=C(Nc1ccc(F)cc1)c1ccc(C(=O)N2CCOCC2)cc1	1.1	0.8	-1.8
O=C(COc1ccc(C(=O)NCc2cccnc2)cc1)Nc1cccc(C(F)(F)F)c1	10.2	7.6	-1.6
O=C(NCC1CCCN1S(=O)(=O)c1cccs1)c1ccc([N+](=O)[O-])cc1 (centres undefined)	0.6	-0.2	-5.5
Cc1ccc2nc(-c3cccc(SC4CCCCC4)c3)c(NCc3ccccc3)n2c1	4.9	-0.3	-6.8&-7.5
Cn1c(SCC(=O)Nc2sccc2C(N)=O)nc2ccccc2c1=O	6.7	7.6	-0.7
COc1ccccc1C(=O)NCCC(=O)Nc1cccc(S(=O)(=O)N2CCCC2)c1	1.9	-0.2	-8.5
CC(=O)c1ccc(OCC(=O)OCC(=O)Nc2sccc2C(N)=O)cc1	10.5	14.8	0.8
CC1CCCN(S(=O)(=O)c2ccc(NC(=O)C3CC(=O)N(C(C)(C)C)C3)cc2)C1 (centres undefined)	-1.1	0.4	-3.0
C=CCN(c1ccc(Br)cc1C(=O)OC)S(C)(=O)=O	0.6	-0.2	-0.9
Cc1cc(-n2c(C)cc(C(=O)CSc3ccccn3)c2C)no1	2.3	1.4	-4.6
Cc1ccc(S(=O)(=O)N2[C@@H](c3ccc(C(C)(C)C)cc3)C(C(=O)O)=CC[C@H]2c2ccc3c(c2)OCO3)cc1	1.7	-0.8	-8.7
Cc1ccc(S(=O)(=O)N2CCN(CCOc3cccc(C)c3)CC2)cc1	1.3	-0.1	-5.2
CC(C)[C@H](NC(=O)c1ccccc1Cl)C(=O)OCC(=O)NCc1ccc2c(c1)OCO2	-0.5	-1.1	-5.5
CC(OC(=O)CC1CC2CCC1C2)C(=O)Nc1cccc(S(=O)(=O)N2CCOCC2)c1 (centres undefined)	0.6	-2.6	-0.9
Cc1ccc(S(=O)(=O)N2CCC(C(=O)NN3CCCCC3)CC2)cc1	1.7	2.4	-6.6
Cc1ccc(S(=O)(=O)N2CCOCC2)cc1NC(=O)COC(=O)Cc1ccccc1	1.6	1.5	1.2
COc1ccc(NS(=O)(=O)c2cc(C(=O)OC(C)C(=O)N3CCOCC3)ccc2Cl)cc1 (centres undefined)	0.0	-0.2	-2.4
CC(c1ccccc1)N(C)C(=O)CSc1nnc(C2CC2)n1C1CC1 (centres undefined)	0.6	0.2	-1.7
O=C(c1ccccc1)C(O)(Cc1ccccc1)c1ccccc1 (centres undefined)	-1.2	-2.6	-4.0
Cc1cccc(C)c1NC(=O)CN(C)C(=O)CCc1nc2sc3c(c2c(=O)[nH]1)CCCC3	-0.5	-0.1	-5.8
O=C(NC(=S)Nc1ccc(O)cc1)C1CCCC1	1.4	0.6	-6.9
Fc1cccc(CCN2CCNC[C@@H]2c2ccccc2)c1	2.7	1.7	-0.1
COc1ccc(NC(=O)CN2CCCC2c2cccs2)cc1S(=O)(=O)N1CCCCC1 (centres undefined)	6.3	2.5	0.5
Cc1ccc(C(=O)NCC(=O)OCc2c(F)cccc2Cl)cc1	19.3	-2.7	-1.7
O=C(NCc1cccc(C(F)(F)F)c1)c1cc(-c2ccccc2)nn1CC1CC(c2cccnc2)=NO1 (centres undefined)	2.5	2.4	-6.0
COc1ccccc1-c1oc2ccccc2c1C#CCCO	0.5	-0.6	-4.0
COc1ccc(NS(=O)(=O)c2ccc(C)c(NC(=O)CN3C(=O)NC4(CCCC4)C3=O)c2)cc1	0.0	0.3	-1.7
Cc1ccc(NC(=O)CN(C)C(=O)c2cccc(S(=O)(=O)NCc3ccccc3)c2)cc1	-1.5	-1.1	0.6
CC(C)(C)OC(=O)NOCC(=O)N(Cc1ccccc1)CC(O)COc1ccccc1 (centres undefined)	2.9	1.8	-5.2
CCc1ccc(-c2nc(SCC(=O)c3c(N)n(C)c(=O)n(C)c3=O)n[nH]2)cc1	0.3	1.5	5.2
O=C(Cc1ccsc1)N1CCN(S(=O)(=O)c2cccc(F)c2)CC1	0.1	-0.5	-4.1
O=C(O)c1ccccc1N=N/C(=N/Nc1cc(S(=O)(=O)O)ccc1O)c1ccccc1	0.2	-1.4	-7.1
Cc1cccc(N2CCN(C(=O)c3ccc4ccccc4c3)CC2C)c1 (centres undefined)	-0.7	-1.9	-4.3
CC(C)C(NC(=O)c1ccccc1)C(=O)OCC(=O)N1CCCCC1 (centres undefined)	0.2	0.2	-4.0
COc1ccc(C(=O)NCCS(=O)(=O)NCc2ccco2)cc1	-1.5	-1.8	-0.8
CC(NC(=O)c1cc(S(=O)(=O)N2CCCC2)ccc1Cl)c1ccccn1 (centres undefined)	0.5	0.4	-0.7
CC1(c2nnc(-c3cccc(Cl)c3)o2)CC(c2cccc(Cl)c2)=NO1 (centres undefined)	-0.4	-0.6	-5.2
COc1cc(C2C(C(=O)c3ccc(C)o3)=C(O)C(=O)N2c2cc(C)on2)cc(OC)c1OC (centres undefined)	1.1	0.3	-2.0
Cc1sc2ncnc(N3CCC(C(=O)Nc4ccc(Cl)c(Cl)c4)CC3)c2c1C	0.6	0.0	-4.4
COc1ccc(OC)c(/C=C/C(=O)OCC(=O)N2C(C)CCCC2C)c1 (centres undefined)	2.3	-0.8	-4.4
O=C(Cn1c(NCCCCl)nc2ccccc21)c1ccccc1	0.2	1.0	-5.4
O=C(N/N=C/c1c(O)ccc2ccccc12)Nc1ccccc1	7.0	6.6	-3.0

Five structures already listed, sorted by heavy-atom count, rising:
SMILES	V1aR counter	OXTR agonist	GalR3 antagonist
O=C(N/N=C/c1c(O)ccc2ccccc12)Nc1ccccc1	7.0	6.6	-3.0
CC1(c2nnc(-c3cccc(Cl)c3)o2)CC(c2cccc(Cl)c2)=NO1 (centres undefined)	-0.4	-0.6	-5.2
COc1ccc(OC)c(/C=C/C(=O)OCC(=O)N2C(C)CCCC2C)c1 (centres undefined)	2.3	-0.8	-4.4
Cc1sc2ncnc(N3CCC(C(=O)Nc4ccc(Cl)c(Cl)c4)CC3)c2c1C	0.6	0.0	-4.4
COc1cc(C2C(C(=O)c3ccc(C)o3)=C(O)C(=O)N2c2cc(C)on2)cc(OC)c1OC (centres undefined)	1.1	0.3	-2.0

(list continues)
SMILES	V1aR counter	OXTR agonist	GalR3 antagonist
COc1cc(C(=O)Nc2cccc(S(=O)(=O)NCc3ccco3)c2)cc(OC)c1OC	1.8	1.0	-6.2
CN(CC(=O)Nc1ccccc1Cl)C(=O)C1CCN(S(=O)(=O)c2ccc3c(c2)OCCO3)CC1	1.7	0.1	1.3
O=S(=O)(NCCN1CCN(S(=O)(=O)c2ccccc2F)CC1)c1ccccc1F	5.5	3.6	-4.0
O=C(COC(=O)c1cnccn1)Nc1cccc(F)c1	1.3	1.7	2.5
CCOC(=O)N1CCN(C(=O)/C(=C/c2ccc(N(C)C)cc2)NC(=O)c2ccccc2)CC1	0.6	0.1	-2.7
O=C(N/N=C\c1ccccc1)c1cccc(C(=O)N/N=C\c2ccccc2)n1	-0.6	-2.1	-6.7
CCc1ccc(NC(=O)C(C)Sc2nnc(CN3CCCC3)o2)cc1 (centres undefined)	-0.6	0.3	-3.7
CCCN(CC(=O)Nc1ccccc1C)C(=O)c1ccc(C)c(S(=O)(=O)N2CCCCC2)c1	-0.5	-1.7	-3.0
CCc1noc(C)c1C(=O)N1CCN(S(=O)(=O)c2ccc(C(C)=O)cc2)CC1	-1.4	0.7	-2.3
C/C(=C\CNc1ncnc2nc[nH]c12)CO	0.7	0.7	-1.5
CCOc1ccc(NC(=O)C2CC3CCC2C3)cc1 (centres undefined)	-1.3	-2.6	-2.6
CC(=O)c1sc(NC(=O)c2ccc(F)c(S(=O)(=O)N3CCOCC3)c2)nc1C	0.7	1.3	-1.2
CC(C)(C)OC(=O)C[C@H]1C/C=C\C[C@H](CC(=O)N(CCO)Cc2ccccc2)C(=O)NC[C@H](c2ccccc2)OC1=O	0.2	-0.1	-3.2
Cc1ccc(S(=O)(=O)N2CCCCC2)cc1NC(=O)[C@@H]1CCCN1C(=O)c1cccs1	-0.8	-1.3	-1.7
COc1ccc(NC(=O)[C@@H]2CCCN2S(=O)(=O)c2ccc(Cl)cc2)cc1	-1.1	0.3	-6.3
COCn1cnc(-c2ccccc2)c1-c1ccccc1	-2.8	-1.5	-4.9
O=C(CN(Cc1ccco1)C(=O)c1ccc(F)cc1)Nc1ccccc1Br	0.0	-1.6	-3.6
O=C(COC(=O)CNC(=O)c1cccs1)Nc1ccc(C(F)(F)F)cc1[N+](=O)[O-]	0.8	0.3	-2.4
Cc1ccc(NC(=O)c2ccc([N+](=O)[O-])s2)cc1S(=O)(=O)N1CCOCC1	7.9	10.6	5.0
CCCCn1c(N)c(N(CC(C)C)C(=O)COC(=O)C2(c3ccccc3)CC2)c(=O)[nH]c1=O	-0.2	-1.3	-2.6
O=C1CCCN1CC(O)CS(=O)(=O)Cc1ccc(Cl)cc1 (centres undefined)	1.1	-0.9	5.3
O=S(=O)(NCC1CN(S(=O)(=O)c2ccc3c(c2)OCCO3)C1)c1c(F)cccc1F	0.5	2.1	-4.6
O=C(NCCC(=O)N(Cc1ccco1)Cc1cccs1)c1ccc(Br)cc1	0.5	-1.3	-9.4
CCCCn1c(N)c(N(CC(C)C)C(=O)c2cccc(S(=O)(=O)N3CCN(C)CC3)c2)c(=O)[nH]c1=O	-1.4	-0.5	-5.7
Cc1ccc(Cl)c(OCC(=O)N(C)CC(=O)Nc2ccc(N3CCOCC3)cc2)c1	1.6	-0.8	1.0
CCCOc1ccc(C(=O)Nc2ccc(S(=O)(=O)N3C[C@@H]4C[C@@H](C3)c3cccc(=O)n3C4)cc2)cc1	1.2	1.1	0.6
O=C(CCc1nc2ccccc2c(=O)[nH]1)N1CCN(S(=O)(=O)c2ccc(F)cc2)CC1	-0.3	-1.2	-3.2
CCOc1ccccc1OCC(=O)Nc1cccc(S(=O)(=O)N2CCCCCC2)c1	0.8	-1.2	1.6
COc1cccc(CNC(=O)COc2cccc3c2OC(C)(C)C3)c1	0.1	-1.7	-0.2
CN(C)CCOC1c2ccccc2CSc2ccccc21 (centres undefined)	1.1	1.3	-8.2
Cc1noc(C)c1COc1ccccc1C(=O)NNC(=O)c1ccccc1	1.2	0.6	-2.0
O=C1C=C(c2ccc(C(=O)O)c(Cl)c2)C[C@@H](c2ccc3c(c2)OCO3)C1	1.2	0.8	-5.3
COc1ccc(-c2sc3ccc(-c4ccc5c(c4)OCO5)cc3c2-c2ccc(OC)nc2)cc1	0.3	1.6	6.2
CCOC(=O)CNS(=O)(=O)Cc1ccccc1	1.0	0.5	0.1
COc1ccc(S(=O)(=O)N2CCCCCC2)cc1C(=O)NCCc1ccccc1	0.1	-0.6	-6.0
COc1ccc(C2CC(c3ccccc3)=NN2C(=O)COC(=O)c2cccc(N)c2)cc1 (centres undefined)	4.9	9.7	-10.3
O=C(Cc1ccc(Br)cc1)N1CCN(C(=O)c2ccccc2)CC1	3.9	0.7	-4.2
COc1ccc(Cl)cc1N1C(=O)CC(N2CCN(S(=O)(=O)c3ccccc3F)CC2)C1=O (centres undefined)	2.3	2.3	-4.9
COc1ccc(-c2ccc3c(c2)S(=O)(=O)c2cccc(C(=O)NC4CCCC4)c2C3=O)cc1OC	0.3	-0.3	-5.9
CCN(CC)CCCn1c2c(c(SCC(=O)Nc3ccc4c(c3)OCCO4)nc1=O)CCC2	-0.6	0.8	-1.3

In another format: entries from further up.
O=C(Cc1ccc(Br)cc1)N1CCN(C(=O)c2ccccc2)CC1
  V1aR counter: 3.9
  OXTR agonist: 0.7
  GalR3 antagonist: -4.2

Cc1noc(C)c1COc1ccccc1C(=O)NNC(=O)c1ccccc1
  V1aR counter: 1.2
  OXTR agonist: 0.6
  GalR3 antagonist: -2.0

Remaining list, next part:
SMILES	V1aR counter	OXTR agonist	GalR3 antagonist
CC(=O)c1ccc(S(=O)(=O)N2CCN(C(C)C(=O)N(C)Cc3ccccc3)CC2)cc1 (centres undefined)	0.7	-0.3	-4.1
Cc1ccc(C(=O)OCC(=O)NCc2cc(C)c(O)c(C)c2)cc1S(=O)(=O)N1CCCCC1	3.2	-0.7	-0.4
Cc1ccc(CNC(=O)c2c(-c3ccccc3)sc3ccccc23)o1	-0.7	-1.4	0.7
O=S(=O)(/N=C(/Nc1nc2ccccc2s1)c1ccccc1)c1ccccc1	3.2	4.2	-6.7
O=C(Nc1ccc(Cl)cc1)c1nc[nH]c1C(=O)N1CCN(c2ccccc2)CC1	1.0	0.8	-8.4

Some of the compounds tested (hit frequency here may not be typical).
